Screening results deposited in PubChem BioAssay by National Center for Advancing Translational Sciences (NCATS).
GLS inh: qHTS for Inhibitors of Glutaminase (GLS) | 0.21% of 410,000 active | Potency, µM (highest dose often 45.5 µM), without a hit: top-dose activity change, negative = inhibition, hits mostly inhibitors | AID 624170, 2012 | GLS enzymatic activity, qHTS titration | Glutaminase kidney isoform, mitochondrial (Homo sapiens), O94925; further: potency means the concentration at half of the fitted maximal effect; on the % scale 0 is the no-effect control and ±100 the full control effect
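hKGA in 45 mM KH2PO4 pH 8.2, 0.02% Tween-20 with pin-transferred compounds; 1 mM L-glutamine (stock) plus glutamate oxidase/HRP/Amplex Red coupling added. Fluorescence read initially and after 30 min at RT.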
BAZ2B block: qHTS Assay for Inhibitors of BAZ2B; Potency, µM (top dose mostly 114 µM), for inactives: top-dose activity change, negative = inhibition, hits mostly inhibitors; AlphaScreen BAZ2B-H3K14Ac peptide displacement; 4.4% of 360,000 active; Bromodomain adjacent to zinc finger domain protein 2B (Homo sapiens), Q9UIF8; further: potency means the concentration at half of the fitted maximal effect; on the % scale 0 is the no-effect control and ±100 the full control effect; nearly all actives have a fitted effect of over 60% in size
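In this displacement format the biotinylated H3(5-23) peptide acetylated at Lys14 serves as ligand at 50 nM, with BAZ2B at 50 nM in PBS pH 7.4 containing 0.01% Tween-20. Donor and acceptor beads are 10 ug/mL final.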
PI4K2A block: qHTS for small molecular inhibitors of PI4K2A. Phosphatidylinositol 4-kinase type 2-alpha (Homo sapiens), Q9BTU6. purified PI4K2A, ADP-Glo luminescence, 1 h; stronger effect = lower value. activity change, negative = inhibition, % at 76.9 µM. 0.13% of 420,000 active; in the data active means activity change below about -50%; inconclusive means mostly about -30% to -49%;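 further: -100% = wells without enzyme as full effect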
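In this quantitative HTS, ADP production by PI4K2A was quantified luminescently after 1 h at ambient temperature; 100 microM adenosine served as plate-quality control.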
ERG-DNA inh: qHTS for Small Molecule Inhibitors of the ERG Ets/DNA interaction; AID 624246, 2012; fluorescence polarization, His-ERG Ets domain / labelled DNA; Potency, µM (highest dose often 76.9 µM), for inactives: top-dose FP activity, negative = inhibition, most hits filed as inhibitors; Transcriptional regulator ERG (Homo sapiens), P11308; 0.028% of 370,000 active; active means well fitted inhibition curve with a large enough effect in the polarisation, with a control signal flat; inconclusive means small, poorly fitted or top-dose-only effect, or effect the other way, or a change in a side signal; inactive means no such curve, though single readings can be large or run the other way; the % refers to the polarisation;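 further: polarization taken with two DNA probes labelled with fluorescein and Texas red; potency means the concentration at half of the fitted maximal effect; % of control where 0% means no effect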
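His-tagged ERG Ets domain (1 uM in the protein solution; 300mM KCl, 50mM Tris-HCl, 1mM EDTA, 1mM DTT, pH 7.5) received compound, then a probe mix of 5 nM fluorescein-DNA and 100nM Texas-615-DNA. Fluorescence polarization was read for both dyes.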
HP1b binding inh: HTS for Inhibitors of HP1-beta Chromodomain Interactions with Methylated Histone Tails | AID 540317, 2011 | AlphaScreen HP1-beta / biotin-H3K9me3 peptide binding | Potency, µM (titrated, usually from 114 µM), inactives show top-dose activity change, negative = inhibition, usual class: inhibitors | 0.56% of 390,000 active | Chromobox protein homolog 1 (Homo sapiens), P83916; further: potency means the concentration at half of the fitted maximal effect; nearly all actives have a fitted effect of over 70% in size; inactives centre near 23
Target sequence (P83916 whole entry, looked up): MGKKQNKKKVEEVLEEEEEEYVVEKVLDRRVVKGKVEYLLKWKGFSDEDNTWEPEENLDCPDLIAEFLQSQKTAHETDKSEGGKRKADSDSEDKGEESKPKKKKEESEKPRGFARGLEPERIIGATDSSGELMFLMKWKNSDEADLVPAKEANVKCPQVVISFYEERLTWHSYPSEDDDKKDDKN
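HP1-beta protein (50 nM final) preincubated 30 min at room temperature with biotinylated H3(1-18)K9me3 peptide (50 nM) in PBS pH 7.4, 0.01% Tween-20, then compound added for 30 min. AlphaScreen streptavidin donor/nickel chelate acceptor beads (10 ug/mL final), 30 min dark, luminescence read.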
PGK inhibitor: qHTS Assay to Find Inhibitors of Phosphoglycerate Kinase. 0.043% of 380,000 active. PGK/GAPDH coupled, Kinase-Glo luminescence, 60 min. Potency, µM (highest dose often 57.5 µM), without a hit: at the top dose activity change, negative = inhibition, most hits filed as inhibitors; further: potency means the concentration at half of the fitted maximal effect; on the % scale 0 is the no-effect control and ±100 the full control effect; nearly all actives have a fitted effect of over 60% in size
Target sequence (P07378 whole entry, looked up): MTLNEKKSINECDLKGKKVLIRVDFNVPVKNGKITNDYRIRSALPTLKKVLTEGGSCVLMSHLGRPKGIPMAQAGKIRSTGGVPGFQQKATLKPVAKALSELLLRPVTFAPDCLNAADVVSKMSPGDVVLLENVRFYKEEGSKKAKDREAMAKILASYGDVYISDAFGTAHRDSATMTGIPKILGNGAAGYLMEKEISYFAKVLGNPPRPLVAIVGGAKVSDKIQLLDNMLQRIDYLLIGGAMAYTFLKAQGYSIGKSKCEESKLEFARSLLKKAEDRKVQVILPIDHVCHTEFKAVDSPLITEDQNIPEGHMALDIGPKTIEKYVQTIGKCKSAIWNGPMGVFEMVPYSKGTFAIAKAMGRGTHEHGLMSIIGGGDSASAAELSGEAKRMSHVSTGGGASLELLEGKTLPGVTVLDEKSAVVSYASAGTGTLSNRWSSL
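Luminescent ATP detection (Kinase-Glo Plus) follows a 60-minute room-temperature incubation, with wells lacking PGK as controls. Buffer: 100 mM TEA (pH 7.6), 5 mM MgCl2, 0.01% Tween-20. Coupling enzyme GAPDH (100 nM final) supplies unstable 1,3-BPG in-well.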
JMJD2A Tudor inh: qHTS Assay for Inhibitors of JMJD2A-Tudor Domain. AlphaScreen JMJD2A-Tudor / H3K4me3 peptide binding. Potency, µM (titrated, usually from 114 µM), for the others: at the highest dose activity change, negative = inhibition, most hits filed as inhibitors. AID 504339, 2011. 4.4% of 390,000 active. Lysine-specific demethylase 4A (Homo sapiens), O75164; further: potency means the concentration at half of the fitted maximal effect; on the % scale 0 is the no-effect control and ±100 the full control effect; nearly all actives have a fitted effect of over 50% in size
G9a inh: qHTS Assay for Inhibitors of Histone Lysine Methyltransferase G9a | Potency, µM (highest dose often 102 µM), without a hit: top-dose activity, negative = inhibition, hits mostly inhibitors | Histone-lysine N-methyltransferase EHMT2 (Homo sapiens), Q96KQ7 | 8.8% of 350,000 active | G9a H3K9 monomethylation, AlphaScreen, 2 h; further: potency means the concentration at half of the fitted maximal effect; on the % scale 0 is the no-effect control and ±100 the full control effect; nearly all actives have a fitted effect of over 75% in size
Target sequence (Q96KQ7 913-1193 limits assumed): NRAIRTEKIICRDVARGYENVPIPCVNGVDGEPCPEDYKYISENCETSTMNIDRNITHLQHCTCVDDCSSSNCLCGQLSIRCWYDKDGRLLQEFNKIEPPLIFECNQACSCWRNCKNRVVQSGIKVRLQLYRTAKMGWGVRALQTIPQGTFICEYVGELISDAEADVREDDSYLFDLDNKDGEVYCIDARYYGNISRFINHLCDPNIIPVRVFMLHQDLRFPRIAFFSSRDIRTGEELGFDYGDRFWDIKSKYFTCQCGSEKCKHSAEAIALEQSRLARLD
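Signal arises when biotinylated H3K9 peptide, once monomethylated, bridges streptavidin donor and antibody-captured acceptor beads. Enzyme at 20 nM was preincubated 15 min with test compounds; peptide 500 nM and SAM 20 uM then reacted for 2 h.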
Pin1 inhibitor: qHTS Assay to Find Inhibitors of Pin1. 0.009% of 390,000 active. Pin1 FP peptide displacement, HiFluor488, 10 min. AID 504891, 2011. Peptidyl-prolyl cis-trans isomerase NIMA-interacting 1 (Homo sapiens), Q13526. Potency, µM (titrated, usually from 115 µM), for the others: top-dose activity, negative = inhibition, actives largely listed as inhibitors; active means well fitted inhibition curve with a large enough effect in the polarisation, with a control signal flat, not every such curve was filed as active; inconclusive means small, poorly fitted or top-dose-only effect, or effect the other way, or a change in a side signal; inactive means no such curve, though single readings can be large or run the other way; the % refers to the polarisation; further: potency means the concentration at half of the fitted maximal effect; on the % scale 0 is the no-effect control and ±100 the full control effect
Target sequence (Q13526 whole entry, looked up): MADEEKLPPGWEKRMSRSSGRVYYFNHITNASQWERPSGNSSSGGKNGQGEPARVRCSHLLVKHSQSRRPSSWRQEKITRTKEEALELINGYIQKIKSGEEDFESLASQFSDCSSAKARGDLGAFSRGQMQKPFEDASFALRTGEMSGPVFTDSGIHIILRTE
Starred values were filed as active, the others as inactive; i = inactive; u = inconclusive; x = no result given; [ ] = remark or other dose. Unless noted, the call rests on the fitted dose curve; in most records, active means well fitted curve in the direction sought with a large enough effect; inconclusive means small, poorly fitted or top-dose-only effect, or another doubt; inactive means no such curve, though single readings can be large; an effect the other way counts as inactive or inconclusive.

SMILES	GLS inh	BAZ2B block	PI4K2A block	ERG-DNA inh	HP1b binding inh	PGK inhibitor	JMJD2A Tudor inh	G9a inh	Pin1 inhibitor
COc1ccc(Br)cc1Cn1nnc(C(=O)Nc2ccc3c(c2)OCCO3)c1N	-9%	-23%	1	11%	14%	-9%	-16%	24%	2%
O=C(CCCn1c(=S)[nH]c2ccc(Br)cc2c1=O)NCC1CCCO1 (stereo unspecified)	6%	-33%	4	-4%	57%[activator]	-6%	-22%	40µM*	2%
O=C(COC(=O)/C=C/c1cccc(Cl)c1)NC(=O)NCc1ccccc1	-6%	-5%	9	-6%	39%[activator]	-3%	4%	5%[12.7 µM]	7%
Cc1cccc(C2=NN(c3ccccc3)[C@H](CO)[C@H]2c2ccccc2)c1	10%	x	9	3%	308%[activator]	9%	111%[activator]	209%[activator]	u
COc1ccc(S(=O)(=O)NCc2ccccn2)cc1NC(=O)c1ccccc1F	-3%	1%	-17	7%	18%	2%	u	-3%	8%
Cc1ccccc1Nc1nnc(C)c(=O)n1N	4%	5%	-2	x	5%	i	-25%	-30%[59 µM]	2%
O=C(N/N=C/C(Cl)=C/c1ccccc1)c1ccco1	12%	-4%	14	6%	-20%	0%	-19%	x	3%
COC(=O)CNc1nc(-c2ccncc2)nc2ccccc12	0%	-5%	-10	6%	29%	i	-12%	0%	-6%
O=C(CN(CC1CCCO1)C(=O)CNS(=O)(=O)c1ccccc1)NCCc1ccccc1 (stereo unspecified)	1%	10%	0	4%	9%	-14%	-17%	20%	1%
CCOC(=O)CC1(NC(=O)C2CCC(=O)N(Cc3ccccc3OC)C2)CCCCC1 (stereo unspecified)	-6%	-17%	-4	-9%	40%[activator]	-2%	1%	24%	-8%
O=C(Nc1ccccc1)Nc1cc(S(=O)(=O)N2CCOCC2)ccc1N1CCCC1	12%	1%	-6	4%	u	i	-29%	u	-2%
CCN(CC)S(=O)(=O)c1ccc(NC2c3ccccc3C(=O)N2c2ccc(C)cn2)cc1 (stereo unspecified)	-1%	5%	-5	0%	28%	12%	-13%	40µM*	11%
C=CCn1c(COc2ccccc2F)nnc1SCC(=O)c1c[nH]c2ccccc12	-2%	-10%	-6	-2%	35%[activator]	i	3%	28%[59 µM]	18%
O=S(=O)(c1ccc2c(c1)OCCO2)N1CCN(c2nc3ccccc3s2)CC1	4%	-3%	2	x	9%	-7%[11.5 µM]	-21%	23%[2.33 µM]	15%
O=C(NNC(=O)c1cccs1)c1ccncc1	2%	-10%	-1	-6%	10%	11%	-16%	5%	4%
Cc1ccc(S(=O)(=O)Cn2nnnc2C(CC(C)C)N2CCN(c3ccc(F)cc3)CC2)cc1 (stereo unspecified)	-4%	5%	-2	-3%	13%	-1%	-13%	11%[12.7 µM]	5%
CN1CCN(C(=O)c2cc(COc3ccc(F)cc3Cl)on2)CC1c1ccccc1 (stereo unspecified)	0%	-14%	0	-2%	11%	4%	-19%	x	7%
CCc1ccc(NC(=O)CCCNC(=O)Cn2cnc3sc(C)c(C)c3c2=O)cc1	1%	1%	9	8%	-2%	0%	-18%[57.1 µM]	2%	-1%
CCOc1ccc(CCNC(=O)CCc2c(C)nc3c(-c4ccccc4)c(C)nn3c2C)cc1OCC	4%	5%	3	-8%	40%[activator]	-5%	0%	-6%[59 µM]	9%
CC#CCN1c2ccccc2[C@]23C[C@@H](C(=O)OC)N(C(=O)C4CCC4)C2=NC(C(=O)OC)=C(C(=O)OC)[C@H]13	10%	-26%	-2	-1%	9%	-8%	-29%	-43%[59 µM]	7%
O=C1/C(=C2/NCCN2C2CC(=O)N(c3ccccc3)C2=O)CC/C1=C\c1ccccc1 (stereo unspecified)	-14%	-7%	28	11%	23%	i	-1%	16%	-2%
Cc1ccccc1C(=O)NNC(=O)C12CC3CC(CC(C3)C1)C2	12%	-1%	4	13%	9%	2%	-11%	9%	-5%
Cn1ccc(NC(=O)Nc2cccc([N+](=O)[O-])c2)n1	0%	-6%	4	12%	-1%	-1%	8%[11.4 µM]	11%	0%
NC1=NOC(=O)C1C1CCCCC1 (stereo unspecified)	-27%	x	-9	5%	5µM*	-3%	-23%	x	-2%
COCCNC(=O)c1c[nH]c2ccc(S(=O)(=O)N(C)c3ccc(C)c(C)c3)cc2c1=O	1%	0%	1	7%	4%	-4%	-31%	10%	0%
Continued.
SMILES	GLS inh	BAZ2B block	PI4K2A block	ERG-DNA inh	HP1b binding inh	PGK inhibitor	JMJD2A Tudor inh	G9a inh	Pin1 inhibitor
O=C(NC1CCCCC1)c1n[nH]c2c1CCCCC2	3%	9%	-22	-3%	16%	-22%	-27%	-11%[2.33 µM]	-9%
COc1ccccc1NC(=S)NC(=O)CCCOc1ccc(Cl)cc1Cl	21%	-9%	-1	x	12%	-1%	-16%	4%	7%
Cn1nc(C(=O)NC2CCCCC2)c2c1-c1ccccc1SC2	-2%	-3%	3	-10%	18%	-2%	-15%	41%	1%
CCCOc1ccc(-c2nn(-c3ccccc3)cc2C2NC(=O)NC(C)=C2C(=O)OC)cc1 (stereo unspecified)	1%	-15%	-5	0%	-20%	-2%	u	u	6%
COc1ccccc1C/C(N)=N/OC(=O)COc1cc(C)cc(C)c1C	3%	142%[activator]	0	-6%	220%[activator]	-6%	217%[activator]	x	0%
O=C(CN1C(=O)C2CCCCN2c2ccc(C(=O)N3CCCC3)cc21)NCc1cccc(Cl)c1 (stereo unspecified)	4%	-14%	-6	-5%	15%[57 µM]	1%	-14%	8%[59 µM]	u
CC(=O)c1ccc(NC(=O)CN(C)S(=O)(=O)c2cnc[nH]2)cc1	4%	-1%	2	-5%	21%	3%	-1%	-29%[59 µM]	-5%
O=C(Nc1cccc2c1CCCC2)C1CCCN(S(=O)(=O)c2cccc3nonc23)C1 (stereo unspecified)	6%	-6%	1	-4%	29%	1%	2%	7%[59 µM]	12%
COC(=O)c1ccc(NC(=O)CN2CCC(NC(=O)c3ccco3)CC2)cc1	0%	3%	1	-2%	11%	-1%	-5%	10%	-1%
NC1=NC2(CCCCC2)N=C(Nc2ccc(F)cc2F)N1	-5%	-8%	2	-2%	46%[activator]	-9%	-8%	28%[0.501 µM]	40%[activator]
CCC(C)N(C(=O)CSc1nc(-c2ccccc2)cs1)C1CCS(=O)(=O)C1 (stereo unspecified)	6%	3%	2	-5%	2%	-3%	-11%	u	-4%
Cc1ccc(CNC(=O)CCCn2c(=O)c3ccccc3n(Cc3ccccc3C)c2=O)cc1	10%	-3%	-8	-2%	38%	-8%	2%	8%[59 µM]	1%
COc1ccc(/C=C2/C(=N)N3N=C(CC(=O)N4CCCC4)SC3=NC2=O)cc1	-5%	-29%	5	5%	22%	i	-21%	11%[59 µM]	-4%
Cc1cccc(C2=NC(C(F)(F)F)(C(F)(F)F)c3c(n(-c4ccc(F)cc4)c(=O)[nH]c3=O)N2)c1	4%	5%	4	x	5%	3%	-14%	-2%[59 µM]	12%
Cn1c(CNC(=O)c2ccccc2F)nnc1SCc1ccc(Cl)cc1	-16%	-12%	1	5%	38%	i	-4%	-21%	0%
CC1(C)CC(=O)C2=C(C1)N1C(=C(C#N)C2c2ccccc2Cl)N=C(N)c2ccccc21 (stereo unspecified)	7%	u	-4	-1%	27%	-6%	u	-10%	0%
Clc1ccc(Sc2cnc3ccccc3n2)cc1	-2%	171%[activator]	-3	0%	266%[activator]	-5%	152%[activator]	138%[activator][59 µM]	-5%
CCOc1ncccc1C(=O)OCC(=O)NC1CCCCCC1	-3%	4%	1	1%	2%	-9%	-4%	6%	-2%
Cc1ccc(S(=O)(=O)NCCC(=O)Nc2ccc(Cl)c(Cl)c2)cc1	2%	-3%	-1	-1%	22%	-6%	-17%	19%[59 µM]	0%
CCC(c1nnnn1C1CCCC1)N1CCN(C(=O)c2ccco2)CC1 (stereo unspecified)	6%	x	-5	-1%	29%	6%	-21%	18µM*	-12%
CCOc1ccc(NC(=O)CN2C(=O)C(c3ccc(Cl)cc3)=NC2(C)C)cc1	0%	2%	-4	-6%	40%	-2%	-6%	7%[59 µM]	-15%

Whole records as entered above. Order of screens: GLS inh | BAZ2B block | PI4K2A block | ERG-DNA inh | HP1b binding inh | PGK inhibitor | JMJD2A Tudor inh | G9a inh | Pin1 inhibitor
`CCCOc1ccc(-c2nn(-c3ccccc3)cc2C2NC(=O)NC(C)=C2C(=O)OC)cc1` (stereo unspecified) across the screens: 1% | -15% | -5 | 0% | -20% | -2% | u | u | 6%
`Cc1cccc(C2=NC(C(F)(F)F)(C(F)(F)F)c3c(n(-c4ccc(F)cc4)c(=O)[nH]c3=O)N2)c1` across the screens: 4% | 5% | 4 | x | 5% | 3% | -14% | -2%[59 µM] | 12%
`O=C(NC1CCCCC1)c1n[nH]c2c1CCCCC2` across the screens: 3% | 9% | -22 | -3% | 16% | -22% | -27% | -11%[2.33 µM] | -9%
